Screens from PubChem BioAssay.
STK33 inh = inhibitors of purified STK33 kinase, primary screen, biochemical, ADP-Glo luminescence, homogeneous, cell-free. AID 2661, 2010. MBP phosphorylation. Serine/threonine-protein kinase 33 (Homo sapiens), Q9BYT3. 320,000 tested, 0.073% active. inhibition, % at 10 µM;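 active = inhibition at or above 25%, using the most active replicate where run in duplicate; inactive = inhibition below 25%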
Target sequence (Q9BYT3 whole entry, looked up): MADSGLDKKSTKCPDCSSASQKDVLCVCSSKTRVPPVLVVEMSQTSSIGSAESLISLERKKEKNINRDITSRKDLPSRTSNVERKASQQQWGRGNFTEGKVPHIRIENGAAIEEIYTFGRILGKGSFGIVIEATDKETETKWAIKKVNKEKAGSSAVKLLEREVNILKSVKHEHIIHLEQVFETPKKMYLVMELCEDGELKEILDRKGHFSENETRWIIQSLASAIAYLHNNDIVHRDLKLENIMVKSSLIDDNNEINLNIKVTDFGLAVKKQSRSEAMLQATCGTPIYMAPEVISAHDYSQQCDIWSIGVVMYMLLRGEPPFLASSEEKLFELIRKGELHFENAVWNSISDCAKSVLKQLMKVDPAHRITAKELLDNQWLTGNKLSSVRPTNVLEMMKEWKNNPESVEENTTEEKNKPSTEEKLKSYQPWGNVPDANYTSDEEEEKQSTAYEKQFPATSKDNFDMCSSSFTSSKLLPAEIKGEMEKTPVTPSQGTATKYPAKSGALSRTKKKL
OX1R antag-1 = antagonists of human orexin 1 receptor (OX1R) | AID 485270, 2010 | OX1R-expressing cells, FRET antagonist read-out | 330,000 tested, 1.8% active | inhibition, % at 6.6 µM | Orexin/Hypocretin receptor type 1 (Homo sapiens), O43613; in the data active = inhibition mostly above about 38%, no sharp cut-off; inactive = mostly below about 40%;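 also: 0% = agonist challenge alone and 100% = reference antagonist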
Target sequence (O43613 whole entry, looked up): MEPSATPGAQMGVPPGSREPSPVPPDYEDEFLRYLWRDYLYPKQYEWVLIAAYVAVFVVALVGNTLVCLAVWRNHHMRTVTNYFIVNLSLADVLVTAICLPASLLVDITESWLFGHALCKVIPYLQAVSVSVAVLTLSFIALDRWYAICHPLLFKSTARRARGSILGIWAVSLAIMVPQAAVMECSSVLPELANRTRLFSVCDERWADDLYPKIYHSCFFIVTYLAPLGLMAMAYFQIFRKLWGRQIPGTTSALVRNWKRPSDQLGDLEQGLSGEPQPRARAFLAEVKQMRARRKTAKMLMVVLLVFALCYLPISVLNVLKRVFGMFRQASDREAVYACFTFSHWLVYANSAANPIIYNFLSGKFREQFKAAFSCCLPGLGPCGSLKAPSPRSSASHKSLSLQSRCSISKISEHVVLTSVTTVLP
OX1R antag-2 = OX1R (HCRTR1) antagonists, primary screen, fluorescence, CHO/OX1R cells, Fluo-8 calcium, orexin A | Fluo-8 calcium fluorescence | AID 434989, 2010 | Orexin/Hypocretin receptor type 1 (Homo sapiens), O43613 | 330,000 tested, 0.43% active | inhibition, % at 5 µM;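 active = inhibition above its plate's threshold, mean inhibition of all tested compounds on the plate plus 3 SD, cut at about 37% in these data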;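 also: 0% = orexin A challenge wells and 100% = SB-334867-A antagonist wells; not every result past the cut was called active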
* = called active by the depositor; x = no result given. An unsorted share of the library; about 2.2% have a hit in one of these screens.

SMILES | STK33 inh | OX1R antag-1 | OX1R antag-2
CCOC(=O)N1CCC(N2C(=O)c3ccc(C(=O)NCc4ccc(F)cc4)cc3C2=O)CC1 | 0.0 | -2 | -38
CCOC(=O)C/C(N)=N/NC(=O)c1ccc(Cl)cc1Cl | 0.8 | 9 | -34
CC(C)(C)NC(=O)CSc1nncn1NCc1cccc2ccccc12 | -0.7 | 11 | -8
CC(=O)N1CCCc2cc(S(=O)(=O)N3CCCC3)ccc21 | -0.2 | -2 | -6
COc1ccc(CNC(=O)c2cc3c(=O)[nH]c4ccccc4c3n2C)cc1 | -1.9 | 22 | -3
C=CCn1cc(C(=O)N2CCN(C)CC2)c(=O)c2cc(S(=O)(=O)N(CC)CC)ccc21 | 0.5 | 4 | -15
Brc1ccc2nc(-c3cccs3)c(NCC3CCCO3)n2c1 (configuration not stated) | 1.4 | 23 | -26
O=C(NC(=S)Nc1cccc2cccnc12)c1cccs1 | 0.2 | 95* | 24
O=C(N=Nc1c(O)[nH]c2ccccc12)c1ccc(CN2CCOCC2)cc1 | -0.8 | 63* | 3
Cc1cccc(NC(=O)CCc2nc3sc4c(c3c(=O)[nH]2)CCCC4)c1 | -0.9 | 24 | -36
Cc1ccc(-n2c(Cc3cccn3C)nnc2SCC(=O)N2CCc3ccccc32)cc1 | -2.3 | 14 | -9
Cc1nc(CN(C)C(=O)c2cc(COc3c(F)cccc3F)on2)cs1 | -0.3 | 11 | -23
CC(C)(C)OC(=O)C[C@H]1C/C=C\C[C@H](CC(=O)N(CCO)Cc2ccccc2)C(=O)N2CCC[C@H]2COC1=O | -1.1 | 7 | -35
COc1ccc([C@H]2[C@H]3C=CC[C@@H](C)[C@@H]3C(=O)N2Cc2ccccc2)cc1Cl | -0.7 | 36 | -12
CC(=O)C1=C(C)NC(SCC(N)=O)=C(C#N)C1c1cccs1 (configuration not stated) | -0.6 | 4 | -5
COC(=O)c1ccc(NC(=S)N(Cc2cccnc2)Cc2ccco2)cc1 | -1.1 | 11 | -36
Cc1cc(Nc2ccc(N3CCC(C)CC3)cc2)n2ncnc2n1 | -0.4 | -2 | -14
Cc1cc(N2CCOCC2)nc(C(C)C)n1 | -3.0 | 10 | -4
COC(=O)c1cc(NC(=O)c2c(F)c(F)c(F)c(F)c2F)cc(C(=O)OC)c1 | -0.4 | 20 | -17
Cc1ccc(NC(=O)CCNC(=O)Nc2ccccc2)cc1S(=O)(=O)N(C)C | 1.2 | -2 | 3
COc1ccccc1NS(=O)(=O)c1cccc(C(=O)NNC(=O)c2ccc(O)c(Cl)c2)c1 | -0.1 | 13 | -12
COc1ccc(NC(=O)CN2C(=O)NC3(CCCC3)C2=O)cc1S(=O)(=O)N1CCCCC1 | x | -2 | -2
Cc1cc2nc(C)n3c4ccccc4nc3n2n1 | 1.2 | -9 | -17
C=CCSC1=N/C(=C\c2sccc2C)C(=O)S1 | -0.6 | 18 | -29
CN(C)/C=N/C(=S)Nc1ccccc1 | -0.1 | 34 | -15
CC1CCCN(C(=O)c2ccc(S(=O)(=O)Nc3ccccc3Cl)cc2)C1 (configuration not stated) | 0.3 | 27 | -3
CC(C)C(NC(=O)COc1ccc2ccccc2c1)C(=O)N/N=C/C=C/c1ccccc1 (configuration not stated) | 0.3 | -1 | -25
OC(Cn1ccnc1)c1ccc(Cl)cc1Cl (configuration not stated) | 0.2 | -7 | -7
COc1cccc(CN(C(=O)c2ccco2)C2CCS(=O)(=O)C2)c1 (configuration not stated) | 0.1 | 11 | -8
O=C(O)C1CCCCC1C(=O)NCc1cn2ccccc2n1 (configuration not stated) | 0.3 | 3 | -11
Nc1c(C(=O)Nc2ccc(S(=O)(=O)N3CCCC3)cc2)sc2nc3ccc(OC(F)(F)F)cc3cc12 | -1.6 | 9 | 4
CC(C)(C)NC(=O)C12CC3CC(CC(Cl)(C3)C1)C2 | -0.2 | -6 | 5
NC(N)=NCCCc1cn(CC(=O)N2CCNCC2)nn1 | -0.3 | 23 | 0
O=C1CCC(C(=O)N2CCN(c3ccc(F)cc3)CC2)CN1CC1CCCCC1 (configuration not stated) | 0.2 | 6 | -25
CCOc1cnn(-c2ccccc2)c(=O)c1Cl | -0.1 | -3 | 8
CN(CCN1CCOCC1)C(=O)CC1C(=O)NCCN1Cc1ccccc1C(F)(F)F (configuration not stated) | 2.4 | 12 | -27
CN1CCN(CCCNC(=O)CCc2nnc3n(Cc4ccccc4Cl)c(=O)c4ccccc4n23)CC1 | -1.2 | 9 | -21
Cc1ccccc1-c1nnn(C/C(N)=N/O)n1 | -0.2 | 15 | 8
Cc1ccc(-c2nnn(CC(=O)N(Cc3cccs3)C(C(=O)NC(C)(C)C)c3ccc(C)o3)n2)o1 (configuration not stated) | -0.5 | 17 | -22
CCOc1ccc(Cc2c(Cl)nc(N)nc2Cl)cc1 | -0.2 | 16 | -10

Structural class: those above containing a CF3 group (two)
SMILES | STK33 inh | OX1R antag-1 | OX1R antag-2
Nc1c(C(=O)Nc2ccc(S(=O)(=O)N3CCCC3)cc2)sc2nc3ccc(OC(F)(F)F)cc3cc12 | -1.6 | 9 | 4
CN(CCN1CCOCC1)C(=O)CC1C(=O)NCCN1Cc1ccccc1C(F)(F)F (configuration not stated) | 2.4 | 12 | -27

Single entries from the results shown:
`Cc1ccccc1-c1nnn(C/C(N)=N/O)n1` in STK33 inh reads -0.2
`CN(C)/C=N/C(=S)Nc1ccccc1` in OX1R antag-1 reads 34
`COc1ccccc1NS(=O)(=O)c1cccc(C(=O)NNC(=O)c2ccc(O)c(Cl)c2)c1` in STK33 inh reads -0.1
`Cc1ccc(-c2nnn(CC(=O)N(Cc3cccs3)C(C(=O)NC(C)(C)C)c3ccc(C)o3)n2)o1` (configuration not stated) in OX1R antag-2 reads -22
`O=C1CCC(C(=O)N2CCN(c3ccc(F)cc3)CC2)CN1CC1CCCCC1` (configuration not stated) in STK33 inh reads 0.2
`C=CCSC1=N/C(=C\c2sccc2C)C(=O)S1` in OX1R antag-2 reads -29

(next part)
SMILES | STK33 inh | OX1R antag-1 | OX1R antag-2
C(=N\Nc1ccccc1)/c1ccc(N2CCOCC2)cc1 | -1.5 | 12 | 3
COc1cccc(NC(=O)CCSc2ccc3ccccc3n2)c1 | -0.8 | 22 | -7
O=C1CCc2cc(S(=O)(=O)NCc3ccccc3)cc3c2N1CC3 | -1.1 | 10 | -11
O=S(=O)(Nc1nc2c(s1)CCCC2)c1ccc(Br)cc1 | 0.3 | 21 | -10
CC1(CCBr)C(=O)N(c2ccccc2)c2ccccc21 (configuration not stated) | -1.7 | 8 | -10
NC(=O)c1ccc(OCC(=O)N2CCNC2=O)cc1 | -2.4 | 3 | -11
COC(=O)C1=C(C)N(CCc2ccc(OC)c(OC)c2)C(=O)/C1=C\c1ccc(O)cc1 | 1.0 | -3 | -17
Cc1csc(NC(=O)CCS(=O)(=O)c2ccc(Br)cc2)n1 | -0.3 | 6 | -4
O=C(c1cc2ccccc2oc1=O)N(Cc1ccccc1F)C1CCS(=O)(=O)C1 (configuration not stated) | x | 18 | -7
Cc1ccc2cc(C3CC(c4ccco4)=NN3S(C)(=O)=O)c(Cl)nc2c1 (configuration not stated) | -0.6 | 5 | -18
COc1ccc(N(Cc2ccccc2)S(=O)(=O)c2cc(C(=O)O)ccc2Cl)cc1 | -2.5 | 23 | -2
Cc1ccc(C(=O)N(CCc2ccccc2)Cc2ccccc2)cc1S(=O)(=O)N1CCCCC1 | -0.1 | 14 | 1
Cc1ccc(C(=O)COc2nc(C)nc3ccccc23)cc1 | -1.4 | 6 | -22
CCC(=O)N/N=C(\C)CC(=O)Nc1ccc2c(c1)OCCO2 | -0.8 | 6 | -3
COc1cc(NC(=O)C2COc3ccccc3O2)c(OC)cc1Cl (configuration not stated) | -0.4 | 13 | -20
CC(=O)Nc1ccc(S(=O)(=O)NCC(=O)OCC(=O)NCc2ccco2)cc1 | 0.6 | 11 | -4
NNC(=O)/C(=C\c1ccco1)NC(=O)c1ccco1 | -0.7 | 5 | -9
Cc1ccc(S(=O)(=O)N(C)C)cc1NC(=O)COC(=O)C1=COCCO1 | -1.6 | 11 | -8
O=C(N/N=C/c1ccc(O)cc1O)c1ccc(NC(=O)C2CCCCC2)cc1 | -0.4 | 6 | -4
Nc1nonc1-n1nnc(C(=O)N/N=C/c2cccc(F)c2)c1-c1ccc2c(c1)OCO2 | 0.5 | 20 | 1
Cc1cc(C)cc(NC(=O)CCNS(=O)(=O)c2ccc3c(c2)oc(=O)n3C)c1 | -2.6 | 23 | 3
COC(=O)c1ccc(NS(=O)(=O)c2ccc3c(c2)oc(=O)n3C)cc1 | 2.7 | 8 | -9
O=C(COC(=O)c1cccc(S(=O)(=O)N2CCN(c3ccc(F)cc3)CC2)c1)NCC1CCCO1 (configuration not stated) | -1.6 | 8 | -22
O=C(CSc1ccc(-c2ccc(-n3cccn3)cc2)nn1)Nc1ccccc1F | -0.9 | 17 | -27
Cc1cc(C2C(C#N)=C(N)OC3=C2C(=O)CC(C)(C)C3)c(C)s1 (configuration not stated) | -1.1 | 11 | -15
O=C(COC(=O)c1cc(-c2cccs2)nn1-c1ccccc1)Nc1ccc(F)c([N+](=O)[O-])c1 | 0.9 | 25 | -19
O=C(CN1C(=O)NC2(CCCc3ccccc32)C1=O)Nc1cc(F)ccc1F (configuration not stated) | -0.9 | 19 | -22
COc1ccc(-c2nc(CSCC(=O)NCc3ccc4c(c3)OCO4)c(C)o2)cc1OC | -0.5 | 35 | -17
CCC1CCCCN1C(=O)CSc1nc2c(cnn2-c2ccc(C)cc2)c(=O)[nH]1 (configuration not stated) | 0.1 | 2 | -17
COc1ccc(CNC(=O)C(C#N)c2nc3ccccc3nc2N2CCCC2)cc1 (configuration not stated) | 0.6 | 9 | -31
C1CNCCOCCNCCN1 | 1.2 | 32 | -8
CC(=O)/C(=N\Nc1ccc(Cl)cc1Cl)Sc1nnc(-c2ccccc2)n1-c1ccccc1 | -1.3 | 0 | -17
COc1ccccc1CN(C)C(=O)c1ccc(S(=O)(=O)Nc2c(C)n(C)n(-c3ccccc3)c2=O)cc1 | -2.0 | 4 | -37
N#Cc1sc(NCc2ccccc2)nc1Cl | -0.1 | 14 | -7
O=C(NC1CCCC1)C(c1ccncc1)N(C(=O)Cc1cccs1)c1cccc(F)c1 (configuration not stated) | -2.2 | 28 | -25
O=C(Nc1ccc(Br)cc1)C1CC(O)CN1C(=O)OCc1ccccc1 (configuration not stated) | 0.8 | 5 | -11
COc1ccc(CNC(=S)Nc2cccc(C)c2C)cc1 | 0.8 | 13 | -21
NC(=O)CN1C(=O)NC2(CCOc3ccccc32)C1=O (configuration not stated) | -0.1 | 5 | -14
CC(C)CCNC(=O)COC(=O)/C=C/c1ccc2ccccc2n1 | 0.7 | 19 | -18
Cc1cc(C)c(C(=O)CN2C(=O)C(=O)N(C3CCCC3)C2=O)cc1C | -0.4 | 9 | -18
CCOC(=O)C1CCCN(C(=O)c2ccc3ncsc3c2)C1 (configuration not stated) | -1.7 | 8 | -15
COc1ccccc1C(=O)Nc1ccc(-c2nnn(CC(=O)NCc3ccco3)n2)cc1 | -1.6 | 4 | -13
COc1ccc(NC(=O)CN2C(=O)COc3ccc(S(=O)(=O)N4CCOCC4)cc32)cc1 | -0.8 | 7 | -17
COc1ccc(NC(=O)c2ccc(CN3CCc4ccccc4C3)cc2)cc1OC | 0.9 | 4 | -19
Cc1ccc(NC(=O)CN2C(=O)S/C(=C\c3ccc(-c4cccc(C(=O)O)c4C)o3)C2=O)cc1 | -0.6 | 15 | -13
COc1ccc(CNC(=S)Nc2ccccc2F)cc1 | -1.7 | 2 | -31
O/C=c1\ccc2cccc3nc(C(F)(F)F)nc1c23 | 0.6 | -2 | 4
CCn1c(=O)c2sccc2n2c(CCCC(=O)NCCc3ccc(S(N)(=O)=O)cc3)nnc12 | -1.1 | 11 | -7
COc1cccc(CN2C(=O)CCC2(C)C(=O)NC2CCCCC2)c1 (configuration not stated) | -0.2 | 14 | -20
CCc1cc2c(SCC(=O)NCC3CCCO3)ncnc2s1 (configuration not stated) | 0.8 | 4 | -8
CCC(=O)NC(=S)Nc1cccc(NC(=O)c2ccco2)c1 | 0.8 | 5 | -19
CN(C(=O)CSc1nnc(C2CC2)n1-c1ccccc1)C1CCS(=O)(=O)C1 (configuration not stated) | -1.4 | 0 | 4
COc1ccc(/C=N/N=C2/NC(=O)C(CC(=O)O)S2)cc1OCc1ccccc1Cl (configuration not stated) | -2.4 | 14 | 3
Nc1ccccc1Nc1cc(-c2ccccc2)nn1-c1ccccc1 | -0.3 | 10 | -26
Cc1cc(C)c(C)c(OCCOCCN2CCN(C)CC2)c1 | 0.2 | 4 | -12
O=C(NC1CCCCC1)N1CCc2[nH]c3ccccc3c2C1 | 0.9 | 34 | -13
Cc1ccccc1CNC(=O)C1CCC(=O)N(C2CC2)C1 (configuration not stated) | -1.1 | 18 | 7
O=C(Oc1ccc(OC(=O)C2CCC2)cc1)C1CCC1 | -1.3 | 12 | -3
O=C1c2cccc3cc([N+](=O)[O-])cc(c23)C(=O)N1/N=C/c1ccc(O)cc1O | -0.3 | 181* | -16
Cc1ccc(C)c(NC(=O)CS(=O)(=O)c2c[nH]c3ccccc23)c1 | -0.2 | 11 | -28

An excerpt from above in order of their number in OX1R antag-1, ascending.
SMILES | OX1R antag-1
O/C=c1\ccc2cccc3nc(C(F)(F)F)nc1c23 | -2
CN(C(=O)CSc1nnc(C2CC2)n1-c1ccccc1)C1CCS(=O)(=O)C1 (configuration not stated) | 0
COc1ccc(/C=N/N=C2/NC(=O)C(CC(=O)O)S2)cc1OCc1ccccc1Cl (configuration not stated) | 14
